From PubChem
STEP inh: STEP phosphatase inhibitors, primary screen, biochemical, fluorescence intensity, uHTS. recombinant STEP, OMFP fluorogenic substrate. AID 588621, 2011. inhibition, % at 20 µM. hit rate 0.25% among 360,000;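 active means inhibition at 20 µM, scaled per plate between control wells, above about 37%, limit read from the data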;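 further: 0% = DMSO with enzyme and substrate and 100% = substrate only without enzyme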
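Material: STEP (striatal-enriched tyrosine phosphatase) enzyme, cell-free; Compound dosing: 20 µM single dose in 1% DMSO; Technique: fluorescence read at 480 nm ex / 540 nm em; Times: reaction 20 min, ambient temperature; Medium: 50 mM Bis-Tris pH 6.0 with 2.5 mM DTT and 0.005% Tween 20; Also added: OMFP at 25 µM.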
Scp-1 inhibitor: Scp-1 phosphatase inhibitors, primary screen, biochemical, colorimetric, uHTS. Carboxy-terminal domain RNA polymerase II polypeptide A small phosphatase 1 (Homo …. Recombinant Scp1, phosphopeptide, malachite green phosphate absorbance. inhibition, % at 20 µM. hit rate 0.88% among 340,000. AID 493091, 2011;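 active means inhibition above about 50% at 20 µM, limit read from the data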;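 further: plate controls were DMSO wells with enzyme for no effect and wells lacking enzyme for full effect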
Target sequence (Q9GZU7 76-261 limits assumed): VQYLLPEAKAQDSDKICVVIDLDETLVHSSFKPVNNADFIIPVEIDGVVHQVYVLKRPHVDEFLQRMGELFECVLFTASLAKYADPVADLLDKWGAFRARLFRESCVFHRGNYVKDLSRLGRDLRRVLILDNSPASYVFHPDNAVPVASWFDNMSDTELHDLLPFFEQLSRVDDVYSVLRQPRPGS
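Material – SCP-1 phosphatase catalytic domain, residues 76-261 · Buffer or medium – Acidic Tris acetate buffer with magnesium and detergent · Also added – Phospho 17-mer peptide substrate · Compound – single 20 µM dose, 1% DMSO · Times – 45 min room-temperature reaction, 5 min colour, 30 min stabiliser · Technique – Phosphate-binding colour reagent, absorbance read at 630 nm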
Rpn11 block: Rpn11 (PSMD14) deubiquitinase inhibitors, primary screen, biochemical, fluorescence polarization, uHTS; 26S proteasome non-ATPase regulatory subunit 14 (Homo sapiens), O00487; calls only at 20 µM; hit rate 0.59% among 360,000; human 26S proteasome, Ub4-pepOG fluorescence polarization; 20S core pre-blocked with epoxomicin;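 active means inhibition at 20 µM, scaled to each plate's controls, above about 33%, limit read from the data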
Target sequence (O00487 whole entry, looked up): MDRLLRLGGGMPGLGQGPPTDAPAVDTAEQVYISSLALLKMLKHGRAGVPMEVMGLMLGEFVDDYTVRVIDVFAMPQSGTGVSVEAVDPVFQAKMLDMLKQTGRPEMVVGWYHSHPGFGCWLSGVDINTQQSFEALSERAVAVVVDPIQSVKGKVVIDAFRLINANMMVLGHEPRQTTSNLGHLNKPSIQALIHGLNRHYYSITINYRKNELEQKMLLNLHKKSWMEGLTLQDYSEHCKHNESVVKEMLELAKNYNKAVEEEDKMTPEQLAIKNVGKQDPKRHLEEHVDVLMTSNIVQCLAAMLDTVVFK
NadD inh: inhibitors of S. aureus NadD, primary screen, biochemical, colorimetric, uHTS | purified NadD enzyme, colorimetric absorbance read-out | Nicotinate-nucleotide adenylyltransferase NadD (Staphylococcus aureus N315) | hit rate 0.78% among 360,000 | inhibition, % at 20 µM; in the data active means inhibition above about 26%; further: some compounds past the cut are filed as inactive
CSN deneddyl inh: inhibitors of CSN-mediated cullin deneddylation, primary screen, biochemical, fluorescence polarization, uHTS; Purified CSN, SCF-Nedd8-OG deneddylation; hit rate 0.38% among 360,000; COP9 signalosome complex subunit 5 (Homo sapiens), Q92905; inhibition, % at 12.5 µM;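 active means pattern-corrected inhibition above about 35%, with an unprinted fluorescence ratio check between 0.5 and 1.5, limit read from the data, passing the limit was not always enough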;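 further: 0% = enzyme with substrate and 100% = substrate without enzyme; some results filed as inactive read as strong as hits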
Target sequence (Q92905 whole entry, looked up, one chain of several): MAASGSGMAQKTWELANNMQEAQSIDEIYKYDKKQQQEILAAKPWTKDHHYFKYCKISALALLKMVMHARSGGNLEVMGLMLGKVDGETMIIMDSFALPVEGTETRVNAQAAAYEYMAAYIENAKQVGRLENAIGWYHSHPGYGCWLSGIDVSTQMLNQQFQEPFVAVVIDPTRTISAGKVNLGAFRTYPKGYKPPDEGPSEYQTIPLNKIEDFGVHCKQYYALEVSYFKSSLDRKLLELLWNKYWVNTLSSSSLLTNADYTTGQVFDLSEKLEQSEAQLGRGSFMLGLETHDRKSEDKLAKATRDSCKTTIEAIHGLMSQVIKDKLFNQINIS
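Material: human Csn5 produced in HEK293T cells; Input: enzyme 0.24 nM; Reagent: SCFSkp2-Nedd8OG substrate at 10 nM final; Dosing: 12.5 µM compound; Incubation: 90 min reaction at room temperature; Detection: fluorescence polarization of the substrate; Evaluation: % inhibition of substrate cleavage by Csn5; Control set: substrate-only high control, full reaction low control.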
TbMetRS inhib: T. brucei MetRS inhibitors, primary screen, biochemical, luminescence | purified T. brucei MetRS, ATP depletion, Kinase-Glo luminescence | hit rate 0.4% among 360,000 | inhibition, % at 11.9 µM | AID 624268, 2012 | methionyl-tRNA synthetase (Trypanosoma brucei brucei);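 active means inhibition above a per-plate cutoff of the control wells' mean inhibition plus 3 SD, cut at about 5.5% in these data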;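 further: 0% = DMSO wells median and 100% = median of wells with control inhibitor compound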
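Dosing: 11.9 µM single point; system: parasite MetRS enzyme; technique: luminescence of leftover ATP; times: 15 min enzyme-compound preincubation, 2 h reaction, 10 min detection, 25 °C; replicates: each compound tested once; read-out basis: percent inhibition relative to median high and low control wells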
SUMO1 PPI mod: modulators of SUMO1 protein-protein interactions, primary screen, biochemical, uHTS; SUMO1 binding to a labelled peptide, TR-FRET, 1 h; Small ubiquitin-related modifier 1 (Homo sapiens), P63165; AID 602429, 2012; hit rate 0.33% among 360,000; inhibition, % at 20 µM; in the data active means inhibition above about 37%
MsrA inhibitor: bovine MsrA enzyme inhibitors, primary screen, biochemical, absorbance, HTS. purified bovine MsrA, absorbance read-out. AID 651718, 2012. Methionine sulfoxide reductase A (Bos taurus). inhibition, % at 15.5 µM. hit rate 0.75% among 360,000; in the data active means inhibition above about 4.5%;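 further: 0% = vehicle wells with enzyme and 100% = reference inhibitor wells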
LMPTP block: LMPTP phosphatase inhibitors, primary screen, biochemical, fluorescence intensity, uHTS | Low molecular weight phosphotyrosine protein phosphatase (Homo sapiens), P24666 | hit rate 0.22% among 360,000 | inhibition, % at 20 µM | recombinant LMPTP-A, OMFP fluorogenic substrate | AID 651560, 2012;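 active means compounds that cut the enzyme signal by at least half of the control window in the single-dose screen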;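 further: plate controls were DMSO wells with enzyme plus substrate for no effect and substrate without enzyme for full effect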
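Assay system: LMPTP-A, protein tyrosine phosphatase of low molecular weight / Medium: pH 6.0 Bis-Tris buffer with DTT and Triton X-100 / Schedule: 50 min enzyme reaction at room temperature, protected from light / Measured by: endpoint fluorescence intensity from OMFP dephosphorylation / Read-out basis: % inhibition relative to no-enzyme and uninhibited control wells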
DNMT1 block: human DNMT1 methyltransferase inhibitors, primary screen, biochemical, molecular beacon, fluorescence, HinP1I cleavage, uHTS; inhibition (reported as % activation of signal), % at 10 µM; hit rate 0.83% among 360,000; in the data active means inhibition above about 50%
The depositor's hits bear a star; i = inactive; . = no result given.

STEP inh | Scp-1 inhibitor | Rpn11 block | NadD inh | CSN deneddyl inh | TbMetRS inhib | SUMO1 PPI mod | MsrA inhibitor | LMPTP block | DNMT1 block | Compound
-2 | -7 | i | 1 | -2 | -0.5 | -1 | 0.3 | -0.6 | -6 | Cn1cnnc1SCC(=O)Nc1ccccc1F
-1 | 5 | i | 10 | 1 | -1.2 | -2 | 0.2 | -0.9 | -3 | Cc1cc(C(F)F)n2nc(C(=O)Nc3ccc(S(=O)(=O)N4CCCCCC4)cc3)nc2n1
-6 | 0 | i | -4 | 0 | -1.7 | -5 | 0.7 | -15 | 5 | COC(=O)[C@]1(Cc2ccccc2)N[C@H](CN(C)C(=O)Nc2ccc(F)cc2)[C@@H]2C(=O)N(C)C(=O)[C@@H]21
44* | 22 | i | -8 | -1 | -0.5 | 4 | -1.2 | 25 | 18 | CCOc1ccc(CCNC(=O)CS(=O)(=O)Cc2nc(-c3ccc(OC)cc3)oc2C)cc1
4 | -8 | i | 3 | 1 | 0.1 | -2 | -0.5 | 0.5 | -2 | CCC(c1nnnn1CCc1ccccc1)N1CCN(c2ccc(OC)cc2)CC1 (configuration not stated)
0 | -5 | i | 9 | 5 | 0.1 | -4 | -1.1 | -0.9 | 0 | COc1ccc(C(C(=O)NC(C)(C)C)N(C(=O)CCC(=O)Nc2cc(C)on2)c2ccccc2F)cc1 (configuration not stated)
-1 | -13 | i | 20 | -3 | 0.1 | -3 | 1.1 | 6.9 | -12 | Cc1ccccc1NC(C)C(=O)N/N=C/c1ccccc1OCc1cccc(Br)c1 (configuration not stated)
8 | -2 | i | 0 | -1 | -0.6 | 5 | 1.7 | 0.8 | 0 | CCOc1ncccc1C(=O)Nc1cc(S(=O)(=O)N(CC)CC)ccc1N1CCOCC1
-2 | . | i | -1 | 1 | -0.2 | -7 | -0.1 | 0.7 | 5 | CCOC(=O)C1(C)CCCN(C(=O)c2c(-c3ccccc3)noc2C)C1 (configuration not stated)
-1 | -14 | i | -1 | -4 | -1.4 | 3 | 2.0 | -0.4 | -2 | CCS(=O)(=O)n1nc(-c2ccccc2)nc1NCc1ccco1
2 | -10 | i | 0 | -4 | -0.3 | 0 | 0.1 | 0.9 | -3 | CCCCn1nnnc1SCC(=O)c1cc(Cl)ccc1OC
-4 | -11 | i | -2 | 2 | -0.4 | 0 | 0.3 | -1.9 | 6 | O=C(Nc1cccnc1)c1cccnc1Cl
2 | -7 | i | -1 | -4 | 0.4 | -4 | 1.2 | 3.6 | -10 | O=C(N/N=C/c1ccc(O)cc1)Nc1cccc2nsnc12
0 | 0 | i | 2 | 0 | -0.3 | 1 | 2.4 | 0.8 | 1 | Cc1ccc2nc3n(c(=O)c2c1)CCCCC3
8 | -8 | i | 5 | -5 | 0.0 | -3 | 2.3 | 5.4 | -2 | NC(=S)N=Nc1c(O)n(Cc2ccc(F)cc2)c2ccccc12
0 | -6 | i | -5 | 3 | -0.4 | 4 | 1.3 | -1.6 | 3 | CSc1ccccc1NC(=O)COc1nsnc1N1CCOCC1
2 | 1 | i | 5 | -1 | -2.7 | 14 | 0.8 | 1.1 | 4 | Cc1cc2oc(=O)cc(-c3ccccc3)c2c(C)c1-c1ccc(C(F)(F)F)cc1
7 | 38 | i | 16 | 22 | -0.2 | 6 | 0.9 | 7.6 | 104* | Cc1ccc(-n2nc3ccc(NC(=O)/C=C/c4ccco4)cc3n2)cc1
-1 | 14 | i | -3 | 2 | 0.0 | -6 | 2.5 | 1.3 | 2 | O=C(CCc1ccccc1)c1nnc(-c2ccccc2)o1
1 | -12 | i | -8 | -2 | -1.0 | -3 | -2.6 | 0.0 | 0 | O=C(O)C(Cc1c[nH]c2ccccc12)N1C(=O)c2ccccc2C1=O (configuration not stated)

Limited to Scp-1 inhibitor and CSN deneddyl inh, for some of the entries so far:
| Molecule | Scp-1 inhibitor | CSN deneddyl inh |
| --- | --- | --- |
| Cn1cnnc1SCC(=O)Nc1ccccc1F | -7 | -2 |
| Cc1cc(C(F)F)n2nc(C(=O)Nc3ccc(S(=O)(=O)N4CCCCCC4)cc3)nc2n1 | 5 | 1 |

Remaining list, next part.
STEP inh | Scp-1 inhibitor | Rpn11 block | NadD inh | CSN deneddyl inh | TbMetRS inhib | SUMO1 PPI mod | MsrA inhibitor | LMPTP block | DNMT1 block | Compound
-1 | -3 | i | -3 | 4 | -0.2 | -5 | 0.8 | -1.9 | -1 | Cc1cc(C)n2nnnc2n1
3 | . | i | -6 | -5 | -0.1 | 0 | 2.9 | 0.3 | -1 | CC(=O)Oc1ccc(CN2C(=O)C(CCc3ccccc3)ON=C2c2cnccn2)cc1 (configuration not stated)
2 | -7 | i | -2 | -6 | 0.8 | 2 | 0.7 | -0.5 | 40 | CCOc1ccc(N(C)S(=O)(=O)c2ccc3[nH]cc(C(=O)NCCOC)c(=O)c3c2)cc1
1 | 1 | i | 2 | 5 | -0.7 | -11 | 0.2 | 3.7 | 0 | CC(C)CSC1=NSC2=NC(=O)/C(=C\c3cccs3)C(=N)N12

13 compounds from above, sorted by SMILES length, smallest number first.
STEP inh | Scp-1 inhibitor | Rpn11 block | NadD inh | CSN deneddyl inh | TbMetRS inhib | SUMO1 PPI mod | MsrA inhibitor | LMPTP block | DNMT1 block | Compound
-1 | -3 | i | -3 | 4 | -0.2 | -5 | 0.8 | -1.9 | -1 | Cc1cc(C)n2nnnc2n1
-4 | -11 | i | -2 | 2 | -0.4 | 0 | 0.3 | -1.9 | 6 | O=C(Nc1cccnc1)c1cccnc1Cl
0 | 0 | i | 2 | 0 | -0.3 | 1 | 2.4 | 0.8 | 1 | Cc1ccc2nc3n(c(=O)c2c1)CCCCC3
2 | -7 | i | -1 | -4 | 0.4 | -4 | 1.2 | 3.6 | -10 | O=C(N/N=C/c1ccc(O)cc1)Nc1cccc2nsnc12
-1 | -14 | i | -1 | -4 | -1.4 | 3 | 2.0 | -0.4 | -2 | CCS(=O)(=O)n1nc(-c2ccccc2)nc1NCc1ccco1
1 | 1 | i | 2 | 5 | -0.7 | -11 | 0.2 | 3.7 | 0 | CC(C)CSC1=NSC2=NC(=O)/C(=C\c3cccs3)C(=N)N12
7 | 38 | i | 16 | 22 | -0.2 | 6 | 0.9 | 7.6 | 104* | Cc1ccc(-n2nc3ccc(NC(=O)/C=C/c4ccco4)cc3n2)cc1
-1 | -13 | i | 20 | -3 | 0.1 | -3 | 1.1 | 6.9 | -12 | Cc1ccccc1NC(C)C(=O)N/N=C/c1ccccc1OCc1cccc(Br)c1 (configuration not stated)
3 | . | i | -6 | -5 | -0.1 | 0 | 2.9 | 0.3 | -1 | CC(=O)Oc1ccc(CN2C(=O)C(CCc3ccccc3)ON=C2c2cnccn2)cc1 (configuration not stated)
2 | 1 | i | 5 | -1 | -2.7 | 14 | 0.8 | 1.1 | 4 | Cc1cc2oc(=O)cc(-c3ccccc3)c2c(C)c1-c1ccc(C(F)(F)F)cc1
-1 | 5 | i | 10 | 1 | -1.2 | -2 | 0.2 | -0.9 | -3 | Cc1cc(C(F)F)n2nc(C(=O)Nc3ccc(S(=O)(=O)N4CCCCCC4)cc3)nc2n1
2 | -7 | i | -2 | -6 | 0.8 | 2 | 0.7 | -0.5 | 40 | CCOc1ccc(N(C)S(=O)(=O)c2ccc3[nH]cc(C(=O)NCCOC)c(=O)c3c2)cc1
-6 | 0 | i | -4 | 0 | -1.7 | -5 | 0.7 | -15 | 5 | COC(=O)[C@]1(Cc2ccccc2)N[C@H](CN(C)C(=O)Nc2ccc(F)cc2)[C@@H]2C(=O)N(C)C(=O)[C@@H]21
